Source: PubChem BioAssay
PP5 inh: PP5 (human) phosphatase inhibition; actives 0.18% (n = 320,000); purified PP5c, OMFP substrate fluorescence; inhibition, % at 6.7 µM; P53041;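 active means inhibition above the campaign's mean inhibition across all tested compounds plus 3 SD, cut at about 9.5% in these data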;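 further: 0% = DMSO only and 100% = 100 µM cantharidin control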
PP1 counter: counter-screen for PP5 inhibitors: inhibitors of human PP1-alpha; P62136; purified PP1alpha, OMFP fluorescence; inhibition, % at 6.7 µM; actives 0.9% (n = 320,000); AID 2235;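 active means inhibition above the mean inhibition of all tested compounds plus 3 SD, computed separately for each screening campaign, cut at about 15% in these data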
Target sequence (P62136 whole entry, looked up): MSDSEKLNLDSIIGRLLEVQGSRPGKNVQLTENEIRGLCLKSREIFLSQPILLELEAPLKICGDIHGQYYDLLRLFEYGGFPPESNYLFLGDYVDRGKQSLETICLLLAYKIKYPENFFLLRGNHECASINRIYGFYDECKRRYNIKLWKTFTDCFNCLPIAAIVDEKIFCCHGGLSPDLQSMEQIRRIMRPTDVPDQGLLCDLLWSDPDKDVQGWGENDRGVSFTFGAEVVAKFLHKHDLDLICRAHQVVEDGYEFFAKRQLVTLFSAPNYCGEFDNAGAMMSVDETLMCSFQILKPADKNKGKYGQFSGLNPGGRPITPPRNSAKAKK
GASC-1 inh: human JMJD2C demethylase inhibition; Q9H3R0; GST-JMJD2C(1-420) H3K9me3 demethylation, DELFIA europium; inhibition, % at 2.35 µM; actives 0.069% (n = 330,000);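 active means more than half of a compound's replicate wells show inhibition beyond 50%, single wells judged on their own value; inconclusive means some, but no more than half, of replicates pass 50% inhibition; inactive means no replicate passes 50% inhibition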;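 further: signal counts dimethyl H3K9 product captured on neutravidin plate; 0% = median of DMSO wells and 100% = 0.3 times that DMSO median; strong numbers were not always called active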
Target sequence (Q9H3R0 1-420 limits assumed): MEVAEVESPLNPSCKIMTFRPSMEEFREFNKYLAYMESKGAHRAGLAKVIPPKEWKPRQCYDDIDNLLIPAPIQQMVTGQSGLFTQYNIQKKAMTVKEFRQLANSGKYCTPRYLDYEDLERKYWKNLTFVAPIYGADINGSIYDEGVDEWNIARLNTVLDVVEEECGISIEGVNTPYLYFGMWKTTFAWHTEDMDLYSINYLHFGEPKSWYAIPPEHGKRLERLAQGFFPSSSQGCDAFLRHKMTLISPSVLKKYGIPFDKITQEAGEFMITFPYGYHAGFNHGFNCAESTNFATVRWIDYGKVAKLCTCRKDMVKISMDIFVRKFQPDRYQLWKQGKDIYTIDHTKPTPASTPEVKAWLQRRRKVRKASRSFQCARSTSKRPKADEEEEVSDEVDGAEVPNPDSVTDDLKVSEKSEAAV
core dimer inh: blocks dimerization of HCV core protein; TR-FRET GST/Flag-core106 dimerization, 1536-well; inhibition, % at 5 µM; actives 0.33% (n = 300,000);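 active means inhibition above the mean of all tested compounds plus 3 SD, set per screening campaign, cut at about 45% in these data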
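System – GST-tagged and Flag-tagged HCV core protein residues 1-106 · Repeats – one well for each compound · Technique – TR-FRET 671 and 617 nm emission · Doses – one concentration, 5 µM, in 0.5% DMSO · Times – 4 h, 22.5 °C incubation · Also added – Eu donor and XL665 acceptor anti-tag antibodies · Measure – percent inhibition of core106 dimerization signal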
CTSL1 counter: cathepsin L1 inhibition, PFM18AAP counter-screen; recombinant F. hepatica cathepsin L1, Z-Leu-Arg-MCA fluorescence; inhibition, % at 5.96 µM; actives 0.49% (n = 300,000);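 active means inhibition above the mean of all tested compounds plus 3 SD, set per screening campaign, cut at about 17% in these data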;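 further: 0% = plate median of test compound wells and 100% = 1 µM Z-Phe-Ala-diazomethylketone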
proCasp7 act: counter-screen for procaspase-3 activators: activators of human procaspase-7. P55210. recombinant procaspase-7, Ac-DEVD-pNA absorbance 405 nm; D23A/D198A/D206A triple mutant, cannot self-cleave; scale: DMSO 0, 5 µM enzyme 100. activation, % at 8.5 µM. actives 0.093% (n = 330,000). AID 463210;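 active means percent activation above the screen-wide mean plus 3 SD, cut at about 25% in these data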
Target sequence (P55210 whole entry D23A/D198A/D206A): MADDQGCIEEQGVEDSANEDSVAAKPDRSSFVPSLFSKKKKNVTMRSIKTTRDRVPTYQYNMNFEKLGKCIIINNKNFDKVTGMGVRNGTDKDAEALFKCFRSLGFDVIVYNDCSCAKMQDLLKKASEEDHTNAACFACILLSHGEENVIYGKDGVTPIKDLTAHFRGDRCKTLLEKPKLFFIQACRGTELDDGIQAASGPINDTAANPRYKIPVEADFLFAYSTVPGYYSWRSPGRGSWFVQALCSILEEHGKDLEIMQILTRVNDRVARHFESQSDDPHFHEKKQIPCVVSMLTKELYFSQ
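Test system: Procaspase-7 triple mutant (PC-7 D3A). Also added: Ac-DEVD-pNA substrate, 400 µM as added. Schedule: 1 h enzyme–compound preincubation and 2 h substrate reaction, both 25 °C. Signal: p-Nitroaniline absorbance at 405 nm, read at 0 and 120 min. Control set: low DMSO alone, high DMSO plus 5 µM PC-7.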
proCasp3 act: activates human procaspase-3; P42574; recombinant procaspase-3 D3A, Ac-DEVD-pNA absorbance 405 nm; activation, % at 8.5 µM; actives 0.11% (n = 330,000);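 active means activation above the mean of all tested compounds plus 3 SD, cut at about 21% in these data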;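 further: 0% = DMSO alone and 100% = DMSO wells spiked with extra 5 µM PC-3 D3A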
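assay system = Procaspase-3 D3A mutant | signal = absorbance at 405 nm, 0 and 120 min | times = 1 h preincubation plus 2 h reaction at 25 °C | repeats = single replicate | read-out = % activation between DMSO and enzyme-spiked controls | medium = Zinc-free HEPES saline buffer with Triton X-100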
Efflux pump mplx: inhibitors of Candida antifungal efflux pumps expressed in yeast | actives 0.44% (n = 330,000) | AID 485275 | inhibition, % at 10 µM | S. cerevisiae Candida pump triplex, Nile Red efflux;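 active means plate passing quality check with inhibition over a set limit, or well fluorescence over plate mean plus 4 SD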;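 further: Nile Red retained in pooled yeast measured as flow cytometry median fluorescence; 0% = buffer negative control and 100% = Enniatin B positive control; higher means more Nile Red kept so more efflux inhibition; some compounds called inactive have numbers as strong as hits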
TPT1 inh: inhibitors of Candida albicans tRNA 2'-phosphotransferase TPT1; recombinant caTPT1, FP RNA substrate dephosphorylation; inhibition, % at 5 µM; actives 0.81% (n = 300,000); AID 1962;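 active means inhibition above the mean of all tested compounds plus 3 SD, set per screening campaign, cut at about 24% in these data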;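 further: plate controls were DMSO alone for no effect and ferristatin control at 100 nM for full effect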
Active calls of the source: *; ? = inconclusive; · = no result given; & = joins results of further samples.

A first look:
SMILES	PP5 inh	PP1 counter	GASC-1 inh	core dimer inh	CTSL1 counter	proCasp7 act	proCasp3 act	Efflux pump mplx	TPT1 inh
CSCc1ccc(C(=O)NCc2ccccc2)cc1	0.0	1	-13	-4	6	13	5	-0.1	0
CC1(C)CC(=O)C=C(NCc2ccco2)C1	-2.3	-1	-7	-3	4	13	0	-0.1	-2
O=C(/C=C/c1ccccc1Cl)c1ccc[nH]1	4.6	2	-3	-11	5	-13	-11	0.8	1

The list itself, from the start:
SMILES	PP5 inh	PP1 counter	GASC-1 inh	core dimer inh	CTSL1 counter	proCasp7 act	proCasp3 act	Efflux pump mplx	TPT1 inh
CSCc1ccc(C(=O)NCc2ccccc2)cc1	0.0	1	-13	-4	6	13	5	-0.1	0
CC1(C)CC(=O)C=C(NCc2ccco2)C1	-2.3	-1	-7	-3	4	13	0	-0.1	-2
O=C(/C=C/c1ccccc1Cl)c1ccc[nH]1	4.6	2	-3	-11	5	-13	-11	0.8	1
CC(=O)c1ccc(NC(=O)C2CCCO2)cc1 (stereo unspecified)	0.3	2	6	-1	-3	10	1	-0.1	1
Cc1ccc(S(=O)(=O)N2CCCC2CNC(=O)c2ccccc2)cc1 (stereo unspecified)	0.0	-5	-13	-10	4	3	-3	-0.1	0
O=c1ccc2ccc(Oc3ccc(Cl)cc3[N+](=O)[O-])cc2o1	-0.2	2	22	-3	2	7	-4	-0.1	0
COC(=O)Cc1csc(NCc2ccccc2)n1	3.4	1	-3	5	-1	-12	1	0.1	0
CCOC(=O)c1sc(S(C)=O)c2c1CCc1conc1-2 (stereo unspecified)	3.3	-2	16	-1	3	-10	-8	0.0	2
Cc1ccc(-n2c(C)cc(/C=C3\NC(=O)NC3=O)c2C)c(C)c1	3.7	4	2	-3	17*	-4	0	0.0	3
CCC(=O)N1c2ccccc2NC2=C(C(=O)CCC2)C1c1cccnc1 (stereo unspecified)	2.1	-3	17	-7	3	15	8	-0.1	3
Cc1nn2c(-c3cccc(NC(=O)CSc4nc5ccccc5o4)c3)nnc2c2ccccc12	-0.8	13	-5	15	0	1	8	0.0	1
Nc1nc(N)c2sc3nc(C(F)(F)F)cc(C(F)(F)F)c3c2n1	8.7	3	7	1	4	-3	-9	0.1	5
Cc1nn(-c2ccc(N3CCCCC3)nn2)c(C)c1CCC(=O)Nc1ccc(F)cc1	-0.9	-1	-27	7	4	-1	-2	-0.4	-3
CCOC(=O)N1CCN(C(=O)c2cccc(NS(=O)(=O)c3ccc(F)c(F)c3)c2)CC1	2.1	0	0	-2	-4	-10	2	0.2	0
CN(CC(O)COc1ccccc1F)C1CCCCC1 (stereo unspecified)	1.5	-3	21	0	1	-4	0	0.1	2
O=[N+]([O-])c1c(Nc2ccc(Br)cc2)ccc2nonc12	2.1	-3	3	-10	-1	12	0	0.1	-4
COc1ccc(N2C(=O)C3CCCCC3C2=O)cc1NC(=O)c1ccccc1 (stereo unspecified)	3.2	-1	1	-3	1	1	6	0.0	-3
COc1cc(/C=C/c2nc3ccc([N+](=O)[O-])cc3s2)ccc1OCC(=O)O	-1.6	3	-11	1	-2	-2	9	0.1	12
CC(=O)c1cc2c(C)cc(=O)oc2cc1O	2.1	3	12	-2	3	4	4	-0.1	1
CC(C)c1ccc(NC2CCCN(C(=O)c3cnc4ccccn4c3=O)C2)cc1 (stereo unspecified)	2.2	-2	-24	4	1	1	-2	-0.1	-2
CCCCn1nc(C(=O)OCC(=O)Nc2sccc2C(N)=O)c2ccccc2c1=O	5.7	0	12	7	-14	-10	-2	0.2	8
N#C/C(=C\c1cccc([N+](=O)[O-])c1)c1ccccn1	0.0	-3	2	4	-1	1	-2	0.1	-2
c1ccc(-c2nnc(SCc3cn4ccsc4n3)o2)cc1	-1.8	2	-6	-6	-7	-2	5	0.0	-5
COc1cc(C(=O)NCCOc2cc(C)cc(C)c2)cc(OC)c1OC	1.7	0	-6	-10	3	-9	1	0.1	3
CCOC(=O)C1=C(C)NC(=O)NC1c1ccc2c(c1)OCCO2 (stereo unspecified)	-0.4	-8	49	2	1	1	8	0.0	0
The listing continues:
SMILES	PP5 inh	PP1 counter	GASC-1 inh	core dimer inh	CTSL1 counter	proCasp7 act	proCasp3 act	Efflux pump mplx	TPT1 inh
COc1ccc(NC(=O)CCCNS(=O)(=O)c2cccs2)cc1	1.1	0	-7	2	-1	-1	7	0.0	-1
COC(=O)CCC(=O)NNC(=O)C1CC1(c1ccccc1)c1ccccc1 (stereo unspecified)	-2.2	3	-3	-9	2	-7	2	0.0	2
O=C(OCCNC(=O)c1ccc2ccccc2n1)c1cccnc1	-0.7	-8	9	0	-1	-2	2	0.0	-1
CCn1c(Cc2ccccc2)nnc1SCC(=O)Nc1ccc2c(c1)OCO2	0.6	-2	-3	0	4	6	6	0.0	-3
Cc1ccccc1Nc1nc(N)nc(CSc2nc3ccccc3c(=O)n2C)n1	0.8	0	6	15	0	-1	1	-0.3	2
CC(C)c1nc2sc3c(=S)nc[nH]c3c2c2c1CCC2	0.7	-2	-8	43	6	-14	-16	-0.2	4
O=C(O)c1nnn(-c2cccc(C(F)(F)F)c2)c1-c1ccccc1	-1.1	-3	-4	1	-3	-5	-3	-0.2	-2
N#Cc1ccccc1OCCn1cncn1	-2.2	-2	27	1	-6	1	-3	0.1	5
CN1CCN(C(=S)Nc2ccc([N+](=O)[O-])cc2)CC1	1.5	0	6	-8	-1	-6	-11	-0.1	0
Cc1cc(OCC(O)CN2CCN(c3ccccn3)CC2)cc(C)c1Cl (stereo unspecified)	4.4	3	-5	-5	0	-5	5	0.0	-1
NCCCCCNC(=O)c1nc[nH]c1C(=O)NCC(=O)OCc1ccccc1	·	·	10	·	·	9	1	-0.1	·
Cc1cccc2c(=O)cc(C(F)(F)F)[nH]c12	4.4	-6	2	3	0	-7	-8	0.3	1
COc1cccc(-c2nc(-c3ccccn3)no2)c1OC	1.1	0	12	-3	-4	-1	3	0.2	2
CCOC(=O)C(C)Oc1ncnc2cccc(F)c12 (stereo unspecified)	0.8	2	2	2	0	-3	4	0.0	0
O=C(O)C1CCCN1S(=O)(=O)c1ccc(Cl)c(Cl)c1 (stereo unspecified)	-2.2	-5	-8	-3	-1	4	-4	0.1	1
Cc1ccc(C)c(Nc2cc(C(=O)NCc3cccnc3)c3ccccc3n2)c1	2.8	-2	14	-2	5	6	2	0.3	0
O=C(O)c1cccc(NC(=O)C2C3C=CC(C3)C2C(=O)OCC(F)(F)C(F)F)c1 (stereo unspecified)	2.1	-4	-1	1	-2	-12	-4	0.0	-8
Cn1c(=O)c2c(nc(N3CCN(c4ccccc4)CC3)n2CCCc2ccccc2)n(C)c1=O	1.0	-4	0&9	5	1	-4	-1	0.0	6
O=C(Nc1ccccn1)c1cc(-c2ccc(Cl)s2)nc2ccccc12	3.9	2	13	·	·	-11	2	0.1	·
Brc1cccc(-c2nnc3n2CCC3)c1	0.7	-2	36	2	3	1	8	0.0	1
COc1cccc2cc(C(=O)N3CCc4ccccc4C3)c(=O)oc12	2.1	0	-2	0	1	8	1	-0.2	3
COc1ccc(OC)c(NC(=O)C(=S)NC2CCCCC2)c1	-3.9	-7	9	-10	-3	-10	-7	0.5	-5
CCCCN(C(=O)c1ccc(Br)o1)C1CCS(=O)(=O)C1 (stereo unspecified)	0.4	-8	?	0	-2	-6	-3	0.1	2
Cc1ccnc(N2C(=O)CSC2c2ccc(Cl)cc2)c1 (stereo unspecified)	1.8	4	-32	-6	-2	7	-3	0.0	1
COC(=O)C(NC(=O)C(C)NC(=O)OCc1ccccc1)C(C)C (stereo unspecified)	2.9	-6	-1	-2	-2	1	7	0.0	2

Quoted at random: 2 compounds from above
SMILES	PP5 inh	PP1 counter	GASC-1 inh	core dimer inh	CTSL1 counter	proCasp7 act	proCasp3 act	Efflux pump mplx	TPT1 inh
CCn1c(Cc2ccccc2)nnc1SCC(=O)Nc1ccc2c(c1)OCO2	0.6	-2	-3	0	4	6	6	0.0	-3
COC(=O)C(NC(=O)C(C)NC(=O)OCc1ccccc1)C(C)C (stereo unspecified)	2.9	-6	-1	-2	-2	1	7	0.0	2

Further records:
SMILES	PP5 inh	PP1 counter	GASC-1 inh	core dimer inh	CTSL1 counter	proCasp7 act	proCasp3 act	Efflux pump mplx	TPT1 inh
COc1ccc(Cn2c(SCC(=O)NCc3ccco3)nc3ccsc3c2=O)cc1	3.6	-2	-5	1	4	-4	5	0.3	-2
CS(=O)(=O)N1CCN(C(=O)CSc2ccccc2)CC1	-0.3	6	5	5	-1	-2	9	-0.1	2
CCOC(=O)c1sc(NC(=O)c2ccc(OC)cc2)nc1C	0.5	-3	6	7	2	-6	1	-0.1	-3
COc1ccc(S(=O)(=O)NC(CC(=O)NCCc2ccc(OC)c(OC)c2)C(C)C)cc1 (stereo unspecified)	-2.6	-2	-7	1	-2	-1	-5	0.0	3
COc1ccccc1CNC(=O)COC(=O)c1cccc(S(=O)(=O)N2CCOCC2)c1	-2.8	-7	-1	0	-11	9	-7	0.1	-1
CCOc1cc(/C=N/NC(=O)c2nnn(-c3nonc3N)c2C)ccc1OCc1ccc(F)cc1	1.2	0	0	25	1	5	3	-0.1	-1
CCOC(=O)c1sc(NC(=O)CSc2nnc(-c3ccco3)o2)c(C(=O)OCC)c1C	3.2	3	-12&-1	13	3	6	6	0.0	0
CCOc1ncnc2c1oc1nc(CC(C)C)c3c(c12)CC(C)(C)OC3	0.6	-5	-1	4	-2	-9	5	0.0	-2
O=C(/C=C/c1cnc2ccccc2n1)NC1CCCCCC1	-0.1	1	13	0	0	-9	-7	-0.4	-3
O=c1c2cc(Br)ccc2[nH]c(=S)n1Cc1ccccn1	3.3	-1	-4	-8	-1	-7	3	0.1	3
CN(C)C(=O)c1ccc(NC(=O)CN2CCc3cc4c(cc3C2)OCCCO4)cc1	2.3	0	24	-13	-2	-8	-1	-0.3	0
CN(C)S(=O)(=O)c1ccc(NC(=O)C2CC3C=CC2C3)cc1 (stereo unspecified)	2.5	2	-7	-7	-5	2	-5	0.3	-1
Cn1nc(CC(=O)Nc2ncc(Br)s2)c2ccccc2c1=O	3.1	-4	-5	6	-1	3	-2	0.1	4
CC(C)Oc1ccccc1C1CC(=O)Nc2c1c(=O)n(C)c(=O)n2C (stereo unspecified)	-2.8	-4	8	12	1	-3	6	-0.2	1
CC(C)n1c(=O)n(CC(=O)NCC2CCCO2)c(=O)c2c3c(sc21)COC(C)(C)C3 (stereo unspecified)	0.8	-2	14	10	0	7	-4	0.0	1
Cc1ccc(-c2cc(-c3ccc(F)cc3)nc(N)c2C#N)o1	0.4	1	1	10	3	50*	42*	0.0	7
O=C(c1ccccn1)c1ccc2ccccc2n1	-0.6	-1	1	-2	5	-10	-8	0.0	-2
Nc1nnnn1/N=C/c1ccc(Cl)cc1	0.8	-1	9	-5	2	-4	-2	0.0	3

Hits appear at their usual frequency (roughly 2.9% active in at least one column).
